# CSN deneddyl inh: CSN deneddylation inhibition | Q92905 | Purified CSN, SCF-Nedd8-OG deneddylation, fluorescence polarization | inhibition, % at 12.5 µM | hit rate 0.38% among 360,000 | AID 651999;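 active = pattern-corrected inhibition above about 35%, with an unprinted fluorescence ratio check between 0.5 and 1.5, limit read from the data, passing the limit was not always enough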;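 note: 0% = enzyme with substrate and 100% = substrate without enzyme; some results filed as inactive read as strong as hits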
#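 assay system = purified human Csn5 enzyme expressed in HEK293T cells | amount = 0.24 nM enzyme | buffer or medium = Tris/NaCl/DTT buffer, pH 7.5 | reagent = 10 nM SCFSkp2-Nedd8OG | compound = one concentration, 12.5 µM, 0.25% DMSO | times = 90 min reaction at room temperature | signal = FP | read-out basis = % inhibition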
# eLon inh: inhibitors of E. coli Lon protease; P0A9M0; purified E. coli Lon protease, fluorescence polarization; inhibition, % at 7.94 µM; hit rate 0.42% among 360,000; in the data active = inhibition above about 13%, passing the limit was not always enough;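 note: 0% = enzyme with probe and DMSO and 100% = no enzyme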
# MsrA inh: inhibits bovine methionine sulfoxide reductase A; purified bovine MsrA, absorbance read-out; inhibition, % at 15.5 µM; hit rate 0.75% among 360,000; in the data active = inhibition above about 4.5%;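 note: 0% = vehicle wells with enzyme and 100% = reference inhibitor wells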
# Neddylation inh: blocks human cullin neddylation; P61081+Q13564; TR-FRET cullin neddylation, biochemical; calls only at 25 µM; hit rate 0.58% among 360,000; in the data active = inhibition above about 36%
# FAS TE block: inhibitors of human fatty acid synthase thioesterase domain | recombinant FAS-TE, OMFH fluorogenic substrate, fluorescence endpoint | inhibition, % at 15 µM | hit rate 0.67% among 360,000 | AID 602261;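 active = compounds whose normalised, plate-corrected inhibition of enzyme fluorescence in the single-dose primary screen is 50% or more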;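 note: 0% = DMSO with enzyme and 100% = substrate without enzyme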
# bovine MsrA act: bovine methionine sulfoxide reductase A activation; purified bovine MsrA, absorbance read-out; activation, % at 10.6 µM; hit rate 0.3% among 360,000; AID 602163; in the data active = activation above about 7.5%;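 note: 0% = vehicle and 100% = reference activator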
# TbMetRS inhib: Trypanosoma brucei MetRS inhibition; purified T. brucei MetRS, ATP depletion, Kinase-Glo luminescence; inhibition, % at 11.9 µM; hit rate 0.4% among 360,000; AID 624268;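 active = inhibition above a per-plate cutoff of the control wells' mean inhibition plus 3 SD, cut at about 5.5% in these data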;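 note: 0% = DMSO wells median and 100% = median of wells with control inhibitor compound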
#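 Material – parasite MetRS enzyme · Medium – HEPES-MgCl2-KCl buffer plus DTT, spermine, BSA, pyrophosphatase · Reagent – ATP, methionine and E. coli bulk tRNA substrates · Times – 15 min enzyme-compound preincubation, 2 h reaction, 10 min detection, 25 °C · Measured by – luminescence of leftover ATP · Evaluation – percent inhibition relative to median high and low control wells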
# Rin1-Abl PPI inh: inhibitors of human Rin1-Abl protein interaction | hit rate 0.4% among 360,000 | AID 588664 | inhibition, % at 7.35 µM | TR-FRET Rin1/Abl binding, biochemical; in the data active = inhibition above about 5%, passing the limit was not always enough
# MLLE-PAM2 inh: inhibitors of microRNA-mediated deadenylation, human PABP1 MLLE binding; inhibition, % at 20 µM; AID 588489; GST-MLLE / FITC-PAM2 fluorescence polarization; hit rate 0.36% among 360,000; P11940; in the data active = inhibition above about 35%, passing the limit was not always enough;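 note: plate controls were DMSO wells with GST-MLLE for no effect and wells lacking GST-MLLE protein for full effect; some results filed as inactive read as strong as hits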
# * = called active by the depositor; i = inactive; · = not tested or not shown.
SMILES,CSN deneddyl inh,eLon inh,MsrA inh,Neddylation inh,FAS TE block,bovine MsrA act,TbMetRS inhib,Rin1-Abl PPI inh,MLLE-PAM2 inh
CCCCC(=O)Nc1cccc(NC(=O)c2cccc([N+](=O)[O-])c2)c1,-1,1,0.4,i,11,-3,-0.3,1,8
CN(/N=C/c1cccs1)c1cc(=O)n(C)c(=O)[nH]1,-3,2,9.0*,i,-3,-8,-0.6,-1,10
CCOC(=O)c1oc2ccccc2c1CSc1nnnn1-c1ccccc1,-4,-9,-0.1,i,22,-5,0.1,-2,-2
CCCCCN(C(=O)CCC(=O)OCc1ccccc1F)c1c(N)n(CCCC)c(=O)[nH]c1=O,-1,1,0.3,i,2,-4,-0.5,-1,17
O=C(NC1CCCCCC1)c1ccc[nH]c1=S,-2,-3,2.2,i,0,7,0.0,-3,20
CC1CCc2nc3ccccc3c(C(=O)OCC(=O)N3CCc4ccccc43)c2C1 (stereo not drawn),-1,7,0.0,i,22,-1,0.1,0,-4
CCOc1ccc(Nc2nnc(Cc3ccc(OC)cc3)c(=O)[nH]2)cc1,-3,-7,-0.6,i,-8,-5,-0.1,-2,6
COc1ccc(CCNC(=O)CSCc2ccc([N+](=O)[O-])cc2)cc1,-5,-3,0.8,i,14,-4,0.2,1,-7
CCOC(=O)C1=C(C)NC(C)=C(C(=O)OCC)C1C(=O)OCC(=O)NC,-10,2,11*,i,-6,-5,-0.2,-1,11
O=C(NCC1CCCO1)C1CCC(CNS(=O)(=O)c2ccccc2)CC1 (stereo not drawn),-1,-1,0.3,i,-9,1,-0.3,2,9
COc1ccccc1-c1nn(Cc2ccccc2)cc1/C=C/C(=O)O,1,-2,-0.8,i,-3,0,0.3,-3,10
Cn1c(C(=O)NCCN2CCc3ccccc3C2)cc2c(=O)n(C)c3ccccc3c21,2,-4,1.6,i,-2,-1,0.0,-6,3
S=c1[nH]nc(COc2ccc(Cl)cc2)n1Cc1ccccc1,3,-7,-1.5,i,-3,-4,-0.6,5,-73
CCc1ccc(CN(C)C(=O)C2CCC(=O)N(CCc3ccc(OC)cc3)C2)nc1 (stereo not drawn),-4,-11,0.9,i,-5,-5,-0.4,2,11
COc1ccc(CCC(C)NC2CCCCCCC2)cc1 (stereo not drawn),-7,-2,-1.1,i,-5,-7,-0.9,2,7
CC(C)COc1ccccc1C(=O)NC(CO)C(=O)O (stereo not drawn),-6,-8,-0.5,i,-9,-2,-0.2,0,0
CCOC(=O)c1c(Nc2ccccc2OCCOC)n[nH]c1C,0,17,0.6,i,-6,-5,-0.3,4,1
Cc1cccc(OC(C)C(=O)OCC(=O)Nc2sccc2C(N)=O)c1 (stereo not drawn),1,-12,-0.2,i,-4,-1,0.4,1,-8
CCCCN(C(=S)Nc1ccc(F)cc1)c1c(N)n(CCC)c(=O)[nH]c1=O,5,-3,1.8,i,-4,-1,-0.2,0,6
C1CNCCOCCNCCN1,4,5,-0.7,i,-6,-2,-0.2,-5,1

# Random excerpt: six entries already listed.
SMILES,CSN deneddyl inh,eLon inh,MsrA inh,Neddylation inh,FAS TE block,bovine MsrA act,TbMetRS inhib,Rin1-Abl PPI inh,MLLE-PAM2 inh
Cn1c(C(=O)NCCN2CCc3ccccc3C2)cc2c(=O)n(C)c3ccccc3c21,2,-4,1.6,i,-2,-1,0.0,-6,3
CCOC(=O)C1=C(C)NC(C)=C(C(=O)OCC)C1C(=O)OCC(=O)NC,-10,2,11*,i,-6,-5,-0.2,-1,11
CC(C)COc1ccccc1C(=O)NC(CO)C(=O)O (stereo not drawn),-6,-8,-0.5,i,-9,-2,-0.2,0,0
Cc1cccc(OC(C)C(=O)OCC(=O)Nc2sccc2C(N)=O)c1 (stereo not drawn),1,-12,-0.2,i,-4,-1,0.4,1,-8
CCOC(=O)c1oc2ccccc2c1CSc1nnnn1-c1ccccc1,-4,-9,-0.1,i,22,-5,0.1,-2,-2
CCOC(=O)c1c(Nc2ccccc2OCCOC)n[nH]c1C,0,17,0.6,i,-6,-5,-0.3,4,1

# (next part)
SMILES,CSN deneddyl inh,eLon inh,MsrA inh,Neddylation inh,FAS TE block,bovine MsrA act,TbMetRS inhib,Rin1-Abl PPI inh,MLLE-PAM2 inh
CC1=CC(C)C(C(=O)O)C(C(=O)N2CCN(C)CC2)C1 (stereo not drawn),-5,-1,1.5,i,-5,-2,-0.7,1,0
C/C(=C/c1ccccc1)C(=O)N1CCN(c2ccccc2F)CC1,-3,-9,1.3,i,4,-3,-0.5,5,-5
CCCc1c(-c2cccc(F)c2)ncn1Cc1ccccc1OC,-4,1,0.5,i,18,-3,-1.0,·,·
O=C(Cc1ccc(Br)cc1)N1CCCC1,-7,3,-0.8,i,-4,-2,0.2,0,-4
CC(=O)Nc1ccc(NC(=O)c2ccc(OCc3c(C)noc3C)cc2)cc1,0,-8,2.3,i,0,-4,-0.4,0,7
COc1cccc(CNc2nc(NC(C)C)nc3ccsc23)c1OC,-1,-5,2.1,i,-1,0,-0.3,-1,5
CCOC(=O)C1=C(C)NC(=O)NC1c1ccc(N(CC)CC)cc1 (stereo not drawn),8,-5,1.0,i,-2,3,-0.8,-1,-14
COC(=O)c1cc(=O)cc(C(=O)OC)o1,-3,3,0.7,i,-6,-8,-0.7,2,7
Cc1cccc(C)c1NC(=O)CSc1nc2[nH]c(=O)cc(O)c2s1,3,-13,0.4,i,-8,-1,-0.1,2,18
CCn1nnnc1SCC(=O)Nc1nc2ccc(OC)cc2s1,1,-5,2.1,i,-3,0,-0.7,1,2
C#CCn1c(-c2ccccc2)ccc(C#N)c1=O,-4,-15,-0.5,i,14,-11,-1.7,5,-11
Cc1ccc(/C(O)=C/c2nc3cc(C)ccc3oc2=O)cc1,-6,2,0.0,i,-7,-2,-0.2,3,-3
CC1=C(O)c2ccccc2C(=O)C1=O,-1,4,1.7,i,-1,0,-0.7,-5,-2
COC1OC2COC(c3ccccc3)OC2C(OC(=O)c2ccccc2)C1OC(=O)c1ccccc1 (stereo not drawn),-2,-2,2.4,i,29,-7,0.0,2,-3
CCOc1ccc(NC(=O)C2CC(=O)N3CCCN=C3S2)cc1 (stereo not drawn),0,0,-1.3,i,-2,-2,0.0,0,-4
Cc1cc(C)c(-c2nc3ccccc3s2)[nH]1,25,-35,1.2,i,0,-1,0.6,1,-47
Cc1nn(-c2ccccc2)c2c1C(O)CC(C)(C)C2 (stereo not drawn),-9,3,-0.1,i,-8,-7,-1.8,0,0
CC(=O)NC12CC3CC(C1)CC(C(=O)N1CCN(S(=O)(=O)c4ccc(Cl)s4)CC1)(C3)C2,7,4,-0.8,i,-2,-2,-0.8,-2,-6
Nc1ccccc1-c1nnc(-c2ccc(-c3ccccc3)cc2)o1,-2,-1,-0.9,·,9,-12,-1.1,4,1
Cc1ccc(C2c3[nH]c4ccccc4c3C[C@H]3C(=O)N(c4ccccc4C(=O)NCCCN4CCOCC4)C(=O)N23)cc1 (stereo partly drawn),3,-7,-0.1,i,2,-5,-1.4,2,1

# Record cards (already shown):
# Cc1nn(-c2ccccc2)c2c1C(O)CC(C)(C)C2 (stereo not drawn) is listed with CSN deneddyl inh: -9; eLon inh: 3; MsrA inh: -0.1; Neddylation inh: i; FAS TE block: -8; bovine MsrA act: -7; TbMetRS inhib: -1.8; Rin1-Abl PPI inh: 0; MLLE-PAM2 inh: 0
# Nc1ccccc1-c1nnc(-c2ccc(-c3ccccc3)cc2)o1 is listed with CSN deneddyl inh: -2; eLon inh: -1; MsrA inh: -0.9; Neddylation inh: ·; FAS TE block: 9; bovine MsrA act: -12; TbMetRS inhib: -1.1; Rin1-Abl PPI inh: 4; MLLE-PAM2 inh: 1
# Cc1cc(C)c(-c2nc3ccccc3s2)[nH]1 is listed with CSN deneddyl inh: 25; eLon inh: -35; MsrA inh: 1.2; Neddylation inh: i; FAS TE block: 0; bovine MsrA act: -1; TbMetRS inhib: 0.6; Rin1-Abl PPI inh: 1; MLLE-PAM2 inh: -47

# Carrying on.
SMILES,CSN deneddyl inh,eLon inh,MsrA inh,Neddylation inh,FAS TE block,bovine MsrA act,TbMetRS inhib,Rin1-Abl PPI inh,MLLE-PAM2 inh
Cc1c(Cc2ccccc2)c(=O)oc2cc(OCC(=O)N[C@@H](Cc3ccccc3)C(=O)O)ccc12,9,-5,1.8,·,1,-11,0.0,2,-5
CC(C)Nc1nc(Cl)nc(N(C#N)CN2C(=O)c3ccccc3C2=O)n1,6,12,1.8,i,1,-5,-1.7,-1,-13
O=C(N/N=C/c1cccc([N+](=O)[O-])c1)C1CC(=O)N(c2ccc(Cl)cc2)C1 (stereo not drawn),-1,8,1.8,i,14,-5,-1.1,2,0
COc1cccc(-c2nc(N3CCCCC3)c3ccccc3n2)c1O,2,6,0.1,i,37,-4,0.3,1,6
Clc1cccc(CNc2ccn3nc(-c4ccc(OCc5ccccc5)cc4)cc3n2)c1,5,3,-0.8,i,23,0,-0.2,-2,-20
O=C(OCc1c(Cl)cccc1Cl)c1cnccn1,-5,-5,0.6,i,7,-3,-0.3,0,2
O=C1CCN(S(=O)(=O)c2ccc(Cl)cc2)N1,4,2,-0.3,i,-8,-2,-0.3,0,0
O=C(CN1CCN(c2ccccn2)CC1)Nc1ccccc1Br,2,4,0.5,i,0,-5,-1.4,-3,-2
CC1CCCC(NC(=O)c2cccc(N3CCCC3=O)c2)C1C (stereo not drawn),5,4,-0.5,i,-6,-4,-0.8,0,3
COC(=O)N/N=C(\C)c1ccc(Br)cc1,-2,-1,0.0,i,-5,-3,-1.5,-2,7
COc1cccc(CN2CCNC(=O)C2CC(=O)NC2CCOCC2)c1OC (stereo not drawn),5,15,-0.2,i,-5,1,-0.3,0,10
c1ccc(-c2nccc3ccccc23)cc1,-2,3,1.4,i,0,-4,-0.2,-3,-10
CC1CCN(C(=O)N[C@@H](Cc2ccccc2)C(=O)O)CC1,-1,-9,0.3,i,-6,-1,-0.7,-1,-4
COC(=O)N/N=C/c1cc(Cl)cc(Cl)c1OCc1ccccc1,3,-7,-0.5,i,9,-8,-1.0,-4,1
O=C(CSc1nc2c(sc3ccccc32)c(=O)n1CCCN1CCCC1)NCC1CCCO1 (stereo not drawn),3,-5,1.2,i,-4,4,-0.5,-1,-33
Cc1cccnc1NC(=S)NC(=O)c1oc2ccccc2c1C,0,1,0.0,i,2,-1,0.8,0,40*
COc1ccc(N2Cc3ccc(OC)c(OC)c3C2=O)cc1,2,-2,-0.8,i,-5,-8,-2.1,-2,-95
Cc1ccc(NC(=S)Nc2c(C)n(C)n(-c3ccccc3)c2=O)cc1Cl,3,7,-0.8,i,-1,-3,-1.1,1,11
COc1ccc(CNC(=O)CCCC(=O)Nc2cccc(Br)c2)cc1,-3,-12,-0.3,i,-2,-3,0.6,-1,-1
CCN(CC(=O)Nc1c(F)cccc1F)C(=O)/C=C/c1c(C)nn(-c2ccc(F)cc2)c1C,-1,-2,2.8,i,-12,-4,-0.4,2,6
Cc1cc(F)ccc1-c1cc(C(=O)NC2CCCCC2)[nH]n1,2,4,-0.3,i,1,-4,-0.2,5,7
Cc1cc(NC(=O)CSc2nnc(C(C)N(C)C)n2-c2ccc(F)cc2)no1 (stereo not drawn),-7,-8,-0.1,i,-5,-9,-0.6,-2,4
C[C@H](CO)N1C[C@H](C)[C@@H](CN(C)Cc2ccc(C(=O)O)cc2)Oc2ncc(-c3ccc(C(=O)N(C)C)cc3)cc2C1=O,5,-12,1.1,i,-9,-5,-1.0,1,1

# Screening results: PubChem BioAssay, several laboratories

# Compounds were not picked by outcome. Share with any hit: about 4%.
